# High-throughput results: PubChem BioAssay, Fisher Drug Discovery Resource Center
# mcGAS MS inh – inhibitors of mouse cGAS | Q8C6L5 | recombinant mouse cGAS, cGAMP by RapidFire MS | inhibition, % at 12.5 µM | 130,000 tested, 0.18% active | AID 1259397;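 active = inhibition of cGAS enzyme activity at or above 60%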;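 also: enzyme stimulated by 45 bp dsDNA with ATP and GTP substrates; cGAMP share of summed cGAMP plus half ATP and half GTP signals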
# Target sequence (Q8C6L5 whole entry, looked up): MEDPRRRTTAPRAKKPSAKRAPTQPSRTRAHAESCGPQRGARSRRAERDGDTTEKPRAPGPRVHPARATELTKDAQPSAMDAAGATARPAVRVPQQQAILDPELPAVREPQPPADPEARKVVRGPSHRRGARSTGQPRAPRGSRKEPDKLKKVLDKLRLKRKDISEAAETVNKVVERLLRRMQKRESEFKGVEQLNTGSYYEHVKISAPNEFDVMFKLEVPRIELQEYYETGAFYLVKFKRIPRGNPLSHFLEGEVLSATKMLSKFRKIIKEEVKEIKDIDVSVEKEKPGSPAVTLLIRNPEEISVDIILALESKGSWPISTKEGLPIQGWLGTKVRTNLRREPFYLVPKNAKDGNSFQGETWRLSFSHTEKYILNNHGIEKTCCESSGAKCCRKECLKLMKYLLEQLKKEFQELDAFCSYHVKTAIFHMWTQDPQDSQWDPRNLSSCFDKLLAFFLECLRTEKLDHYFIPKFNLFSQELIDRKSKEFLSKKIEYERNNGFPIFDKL
# * hit, by the source's call; & = joins results of further samples. The list is partial; rates above refer to the full screens.
smiles,mcGAS MS inh
Cc1[nH]cnc1CN(C)CCN(C)C1CCCC1,-5
Cc1c(N=CN2CCOCC2)c(=O)n(C)c(=O)n1C,-7
Fc1cccc(CN2CCN(Cc3cnc(-c4ccccc4)nc3)CC2)c1,-22
Cc1cc(C)n2cc(CN3CCc4ccccc43)nc2n1,-5
O=C(/C=C/c1ccc(C(=O)NC2CC2)cc1)Nc1ccncc1,3
O=C(c1sccc1S(=O)(=O)N1CCCC1)N1CCC(O)(CO)CC1,-3
c1ccc(Cc2nnc3sc(Cc4cccnc4)nn23)cc1,-11
CC1=C(C(=O)N2CCOCC2)C(c2c(F)cccc2F)NC(=O)N1c1cccc(C(=O)O)c1 (stereo unspecified),8
CC(=NNCCO)c1ccncc1,2
CC(C)c1nnc(CN2C[C@H]3C[C@H](O)[C@@H](O)C[C@H]3C2)o1,-9
COc1cccc(-c2cn3c(C(=O)Nc4ccccn4)csc3n2)c1,2
O=S(=O)(NCc1cccs1)c1cccc2nsnc12,-5
Cn1ncc2c1CCCC2Nc1ncc(C(F)(F)F)cc1Cl (stereo unspecified),-7
C=CCN1CCN(c2ccncc2S(N)(=O)=O)CC1,-8
CC1(C)OCC(CNC(=O)c2cccnc2Oc2ccc(Cl)cc2)O1 (stereo unspecified),0
CCC1CN(Cc2nc(-c3ccc(C(=O)OC)cc3)no2)CCN1C(C)C (stereo unspecified),-52
CCCCN1CCN(CC2CCNCC2)CC1=O,-30
Cc1cc(C)n(-c2nc3ccccc3n3nnnc23)n1,-6
O=C(NCC(c1ccco1)N1CCCC1)c1cc(C2CC2)[nH]n1 (stereo unspecified),-7
COC(=O)Cc1cc(=O)[nH]c(N=C(N)Nc2cc(Cl)ccc2OC)n1,-25
CCOc1ncccc1CNC(=O)c1cc(NC(C)=O)ccc1Cl,-13
O=C(Cc1ccccc1F)NC1CCC(O)CC1 (stereo unspecified),-19
O=C(CSc1ccc2nc(-c3ccccc3)cn2n1)c1ccccc1,-7
Cc1ccn2c(=O)c(NC(=O)COc3ccc(Cl)cc3Cl)c(C)nc2c1,-10
CCOCCn1c(=O)c2c(nc3n2CCN3c2ccc(C)c(C)c2)n(C)c1=O,-5
O=c1ccnc(/C=C/c2ccc(OC(F)F)cc2)[nH]1,-4
CC(C)C(=O)Nc1c(-c2cccs2)c(=O)c2ccccc2n1C,-3
O=C(c1scc2c1CCCC2)N1CCCC(Nc2ccc3c(c2)OCCO3)C1 (stereo unspecified),-3
CC(NS(=O)(=O)CCC1CCCO1)c1nc(C(C)(C)C)cs1 (stereo unspecified),-4
CCc1ccc(NC(=O)c2ccc3c(=O)n(CC)c(=S)[nH]c3c2)cc1,5
COc1ccc(CC(=O)Nc2c3c(nn2-c2ccc(F)cc2)CS(=O)(=O)C3)cc1OC,-5
Fc1cnc(N2C[C@@H]3[C@H](C2)[C@H]2CC[C@@H]3O2)nc1N1CCOCC1,-7
CC(C)Oc1ccccc1C1Nc2ccccc2N=C2CC(c3ccc(Cl)cc3)CC(=O)C21 (stereo unspecified),-10
C=CCNC(=S)Nc1ccccn1,-11
O=C(Cc1ccc2c(c1)CCCC2)Nc1ccc(N2CCOCC2)nc1,-2
Cc1cccn2c(=O)nc(SCC(=O)NC3CCCC3)nc12,-2
CCNC(=O)c1cn(C(C)CC)cc(C(=O)NCCc2c[nH]c3ccccc23)c1=O (stereo unspecified),-6
COCCN(C)c1ncc(Br)cn1,-7
Cc1ccc(P(C=C2N(C)c3ccccc3C2(C)C)(=Nc2ccc(S(N)(=O)=O)cc2)N(C)C)o1 (stereo unspecified),2
O=C1CCC(=O)N1OCCOc1cccc(Oc2ccccc2)c1,-39
CNc1cc(-c2ccc(C(C)=O)cc2)ncn1,0
COc1ccc(CN2CCN(C3CCCC3)CC2CCO)cc1C (stereo unspecified),-5
Cc1cccn2c(=O)c3cc(C(=O)N4CCN(C)CC4)n(C)c3nc12,-8
CNc1ccc2ncc(-c3ccc(OC)nc3)n2n1,-4
O=C(CN1C(=O)NC2(CCCCCC2)C1=O)c1ccc2ccccc2c1,-6

# Next section; the last 2 above are carried over.
smiles,mcGAS MS inh
CNc1ccc2ncc(-c3ccc(OC)nc3)n2n1,-4
O=C(CN1C(=O)NC2(CCCCCC2)C1=O)c1ccc2ccccc2c1,-6
O=C(NCCn1nc(-c2cccnc2)ccc1=O)C1CCCCC1,-9
COCCNc1ncnc2ccc(Br)cc12,-12
COc1cc2c(cc1OC)CN(C(=O)c1sc3nc4c(cc3c1N)CN(C)CC4)CC2,-36
Cc1c(C)n2c3c(=O)n(C)c(=O)n(C)c3nc2n1CCN1CCCCC1,-6
CC(C)n1ccnc1CN1CCOc2c(O)cc(-c3cccc(Cl)c3)cc2C1,-8
CCC(c1ccc(O)cc1)C(CC)c1ccc(O)cc1 (stereo unspecified),-4
CCCc1ccc(OCc2ccc(C(=O)N/N=C\c3ccncc3)o2)c(OC)c1,-3
CCCS(=O)(=O)N1CCN(C2CCCC2)CC1,-18
COc1cccc(C2CC(c3cccs3)=NN2C(=O)CN2CCCC2)c1O (stereo unspecified),8
O=C(NCC1COc2ccccc2O1)C1Cc2cc(Cl)ccc2O1 (stereo unspecified),-8
Cc1ccccc1-n1ncc2c(C3CC3)nn(CC(=O)Nc3ccc(F)cc3)c(=O)c21,-7
CCNc1nc2c(c(=O)n(C)c(=O)n2C)n1CCCc1ccccc1,-7
O=C(CSCc1csc(-c2ccco2)n1)N1CCc2ccccc21,4
N#Cc1ccc(NC2CCN(C(=O)C3CC3)CC2)nc1,4
O=C(O)c1cnc(-c2ccc(C(F)(F)F)cc2)s1,5

# The final 4 records of the section above come first, to join the parts.
smiles,mcGAS MS inh
CCNc1nc2c(c(=O)n(C)c(=O)n2C)n1CCCc1ccccc1,-7
O=C(CSCc1csc(-c2ccco2)n1)N1CCc2ccccc21,4
N#Cc1ccc(NC2CCN(C(=O)C3CC3)CC2)nc1,4
O=C(O)c1cnc(-c2ccc(C(F)(F)F)cc2)s1,5
CSc1ncc(C(=O)Nc2ccc(N(C)C)nc2)n1-c1ccccc1,-3
O=c1[nH]c(-c2ccc(Cl)cc2)nnc1-c1ccccc1,-11
Cc1csc(CC2=NC(=O)C(CC(=O)Nc3ccc4ccccc4c3)S2)n1 (stereo unspecified),10
COCCN(CCOC)Cn1nc(Nc2ccccc2F)sc1=S,-6
COCCOCC(=O)Nc1ccc(F)cc1-c1ccc(Cl)cc1,1
CCC(c1cccnc1)N(C)CC1CCC(N)CC1 (stereo unspecified),-13
COc1ccc2[nH]c3c(c2c1)CCN(Cc1ccccn1)C3,-1
Cc1ccc(Cc2nc(N3CCNCC3)c3c(C)nn(-c4ccccc4)c3n2)cc1,-1
COc1ccc(NS(=O)(=O)/C=C/c2ccccc2)cn1,-6
COC(=O)c1nn(Cc2nc(-c3sccc3C)oc2C)c2c1CCC2,-9
Cc1ccc(C(O)c2ncc(-c3ccccc3)[nH]2)c(C)c1 (stereo unspecified),-6
O=C(OCc1cc(-c2cc3ccccc3o2)on1)c1cccs1,-11
O=C(COc1ccc(Cl)cc1Br)c1c[nH]c(C(=O)N2CCCC2)c1,4
COc1ccc(Cn2c(C3CC(=O)N(C)C3)n[nH]c2=O)cc1 (stereo unspecified),-9
COC(=O)CCNC(=O)CC(c1ccccc1)c1ccccc1F (stereo unspecified),-6
COc1cccc(F)c1-c1cnc(-n2cnnc2)c(C)c1,-11
CCn1nnc2c(NC(C)COC)ncnc21 (stereo unspecified),-14
O=C(O)CCC(=O)N1N=C(c2cccs2)CC1c1cccc2nccnc12 (stereo unspecified),2
Cc1cccc(CNCc2c(-c3ccccc3)noc2N(C)C(C)C)c1,-8
CS(=O)(=O)c1c(F)cc(NC(=O)c2cc(Cl)ccn2)cc1F,-17
COc1ccc(OC)c(NC(=O)c2c(-c3ccccc3)noc2C)c1,1
O=c1[nH]c2ccccc2n1C1CCN(CCOc2ccccc2)CC1,-2
Cc1ccc(CNC(=O)C2CCc3cn[nH]c3C2)cc1 (stereo unspecified),-1
CCCn1cnnc1CNc1nc(-c2cccnc2)nc2c1cnn2C,-16
Cc1cc(C(C)(C)C)cc(C)c1C[n+]1ccc2ccccc2c1,-17
Cc1ccc(S(=O)(=O)N2CCC3(CC2)NC(CC(C)C)C(=O)N3CC2CC2)cc1 (stereo unspecified),-4
Cc1ccc(C)c(S(=O)(=O)N2CCC(=O)Nc3cc(F)ccc32)c1,3
Cc1sc2ncnc(NN=C3CCSc4ccc(F)cc43)c2c1C,-45
Cc1ccc(C2(O)CCN(Cc3[nH]c4ccc(F)cc4c3C)CC2)nc1,-45
CCc1ccc(CN2CCC(CNC(=O)c3ccncc3)CC2)nc1,-31
COc1nn(C)cc1C(=O)Nc1nccs1,-8
O=C(Nc1ccc(Oc2ccccc2F)cc1)C1CCN(C(=O)C#Cc2ccccc2)CC1,-5&-1
Cc1ccc(Oc2ncccc2CNC(=O)C(C)Cn2cncn2)cn1 (stereo unspecified),-55
CCc1ccc(CN2CCN(C(=O)c3cc(C(N)=O)c[nH]3)CC2)s1,-15
c1ccn2cc(C34CC5CC(CC(C5)C3)C4)cc2c1,-39
N#Cc1ccc(C=Nc2cccc(S(=O)(=O)N3CCOCC3)c2)cc1,0
CCOC(=O)C1=C(C)NC2=C(C(=O)CC(c3ccc(Cl)cc3)C2)C1c1ccccc1Cl (stereo unspecified),-11
C=CC[C@@H]1CC=C[C@@H](c2ccccc2)N1C(=O)c1ccn(CC)n1,-5
O=C1/C(=C\c2ccc(Cl)cc2)SC(=Nc2ccccc2)N1N1CCOCC1,18
N#CC1(C#N)C(c2ccc(OCC(N)=O)cc2)[C@@H]1C(=O)C12CC3CC(CC(C3)C1)C2 (stereo partly specified),-5
Cc1nc(CC(=O)NCC(C)Oc2cccnc2)cs1 (stereo unspecified),-10
Cc1ccc(C)c(-c2[nH]ncc2-c2c(-c3ccccc3)ncn2CCC(N)=O)c1,-42
Cc1ccc(S(=O)(=O)CCC(=O)OC(c2ccccc2)c2ccccc2)cc1,-13
CCCCN(CCCC)CCNC(=O)C1OC(Cc2ccccc2)=NN1C(C)=O (stereo unspecified),-9
Clc1ccc(-c2nnc(-c3ccco3)o2)cc1,-12
CCOC(C)=C(C#N)C(N)=O,-7
COc1ccccc1CNS(=O)(=O)c1cc(C(=O)O)cs1,10
CCN(C)c1cccc(NC(=O)N(C)Cc2cccc(Cl)c2)c1,-5
CCC(=O)N1CCCC(C(=O)N2CCCN(CC3CCCCC3)CC2)C1 (stereo unspecified),2
Cc1ccc(-c2cc(Cn3nc(C(N)=O)ccc3=O)on2)cc1,0
CCOC(=O)NCCC(=O)NC(C)c1ccccn1 (stereo unspecified),-4
Cc1onc(-c2c(Cl)cccc2Cl)c1C(=O)N1CCN(Cc2ccccc2)CC1,5
Cc1ccc(C)c(-c2[nH]ncc2CN2CCCC(CNC(=O)c3cccs3)C2)c1 (stereo unspecified),-4
NC(=O)c1c(NC(=O)c2nc3ccccc3s2)sc2c1CCCCC2,-14
CC1(C)CC(=O)c2cnc(NC3CCCC3)nc2C1,7
Cc1cc(NC(=O)c2cnn3c(C(F)(F)F)cc(-c4ccccc4)nc23)ccc1N1C(=O)c2ccc(Cl)cc2C1=O,-6
Cc1nonc1C1CCCN1Cc1ncccc1C(=O)O (stereo unspecified),-14
Cc1ccn(CC(=O)N2CCCC(C(=O)Nc3cccc(-c4ccc(F)cc4)c3)C2)n1 (stereo unspecified),1
COc1ccc2nc(C)c(C(=O)N3CCC(C)c4ccccc43)cc2c1 (stereo unspecified),-16
O=C(CCCCCCCCCCCCC1CCCC1)Nc1ccc(S(=O)(=O)c2ccc(NC(=O)CCCCCCCCCCCCC3CCCC3)cc2)cc1,-4

# More entries.
smiles,mcGAS MS inh
O=C(Nc1ccc(Cl)cc1)N1CCCN(C2CC2)CC1,-15
Cc1cc(C)c(C(C)NC(=O)CN2CCN(c3ccccn3)CC2)cc1C (stereo unspecified),0
CCOc1cc2c(cc1OCC)CN(Cn1nc(C3CC3)n(C)c1=S)CC2,-2
O=C(CN1C(=O)COCC1=O)NCC1CCN(C2CCCC2)C1 (stereo unspecified),-18
CCOC(=O)C1=C(C)N(C)C(=O)NC1c1ccccc1I (stereo unspecified),-8
CS(=O)(=O)N1CCC(CCC(=O)NC2CCN(Cc3ccccc3)C2)CC1 (stereo unspecified),-10
CC1(C(=O)Nc2ccc(Cl)c(Cl)c2)CCN1C1Cc2ccccc2C1 (stereo unspecified),-11
CCOc1ccc(NC(=O)NCCn2nc(-c3ccncc3)ccc2=O)cc1,-9
CCOC(=O)C1CCCN(c2ncnc3c2nnn3C)C1 (stereo unspecified),-15
CCC(C)(C)NCC(=O)N1CCN(c2ccccc2)CC1,-8
O=C(Nc1ccc(F)c(Cl)c1)C1=NN(c2ccccc2)C(=O)CC1,-4
NC(=S)c1cccc(F)c1,-7
CC(=O)Nc1cccc(-c2ccccc2OCCn2ccnc2)c1,-15
CCOC(=O)CC(=O)CSc1nnc(Cn2c(=O)sc3ccccc32)n1C,3
CNCc1cc(Cl)cc(OC)c1OCc1ccccc1,-2
CS(=O)(=O)NC1CCCN(CN2C(=O)C3C4CCC(C4)C32)C1 (stereo unspecified),-6
CSc1ccc(-c2csc(NC(=O)Cn3c(C)csc3=O)n2)cc1,13
O=S(=O)(c1ccc(Cl)cc1F)N1CCCC1c1nnc2ccccn12 (stereo unspecified),-5
CCN(CC)C(=O)CN(C)S(=O)(=O)c1nc(C)c(C)s1,-3
CC(C)(CNC(=O)c1ccc(-c2ccc(F)cc2)o1)N1CCOCC1,-2
